Assay outcomes as filed in PubChem.
HT1080 cytotoxicity: cytotoxicity in HT1080 fibrosarcoma cells, cell-based, fluorescence readout (AID 620). HT1080 viability, fluorescence; higher % means a stronger effect. cytotoxicity, % at 10 µM; hits with a dose series show EC50 in µM. 0.42% of 87,000 active;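 further: cells exposed to compound overnight then 4 h with Alamar Blue; 0% = vehicle DMSO and 100% = killing control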
Alkaline phosphatase: human TNAP enzyme inhibitors, biochemical, luminescent (AID 518) | purified TNAP enzyme, luminescent substrate readout; higher % means a stronger effect | one-dose inhibition, % at 20 µM; IC50 in µM for titrated hits | 0.09% of 64,000 active; in the data active means a potency from the dose series; inactive means the rest, 99 in 100 with inhibition below about 22%;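 further: plate controls were vehicle for no effect and reference inhibitor for full effect; many of its hits are not listed in these tables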
Spn DPM-DC inh: blocks S. pneumoniae diphosphomevalonate decarboxylase. purified DPM-DC, PK/LDH coupled NADH fluorescence. calls only at 10 µM. 0.49% of 65,000 active. AID 556;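 active means the 320 compounds with the highest percent inhibition in the single-dose primary screen, excluding strongly autofluorescent ones, cut at about 32% in these data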;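 further: kinetic rate of NADH fluorescence loss reporting ADP formed by the decarboxylase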
KRASV12 cytotoxicity: cytotoxicity in KRAS-transformed pancreatic duct cells, primary screen, cell-based, fluorescence, HTS (AID 431); HPDE-C7K KRASV12 cells, Alamar Blue viability, 48 h; higher % means a stronger effect; 1.7% of 63,000 active; cytotoxicity, % at 10 µM, or EC50 in µM where a hit was titrated;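 active means compounds whose percent cytotoxicity in the single-dose primary screen, scaled between solvent and toxic-drug controls, exceeds 50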;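 further: 0% = DMSO solvent wells and 100% = doxorubicin-treated wells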
Spn PMK inh: S. pneumoniae PMK inhibition; 0.49% of 65,000 active; purified PMK, PK/LDH-coupled NADH absorbance 340 nm; AID 539; inhibition, % at 10 µM;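 active means top-ranked compounds by inhibition in the single 10 µM screen, taking a fixed number of the strongest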;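 further: 0% = full reaction with DMSO carrier and 100% = background rate without enzyme reaction; no value below 0 was filed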
LYP phosphatase: inhibition of human PTPN22 tyrosine phosphatase – biochemical, DiFMUP fluorescence, recombinant catalytic domain, 10 µM, primary screen (AID 606); 52,000 tested, under 10 active; recombinant LYP catalytic domain, DiFMUP fluorescence; higher % means a stronger effect; inhibition, % at 10 µM; hits with a dose series show IC50 in µM;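 active means IC50 under 40 µM in the dose-response test; inactive means IC50 of 40 µM or more, or never dose-tested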
Bfl-1 inhibitors: Bfl-1 inhibitors, primary screen, biochemical, fluorescence polarization, FITC-Bid, mouse (AID 432) | one-dose displacement, % at 20 µM; IC50 in µM for titrated hits | FITC-Bid BH3 peptide fluorescence polarization displacement; higher % means a stronger effect | 0.02% of 64,000 active; in the data active means a potency from the dose series; inactive means the rest, 99 in 100 with displacement below about 15%; further: strong numbers were not always called active
HPDE-C7 cytotoxicity: HPDE-C7 pancreatic duct cell viability loss – fluorescence, HTS (AID 430); HPDE-C7 pancreatic duct cells viability, fluorescence; higher % means a stronger effect; one-dose cytotoxicity, % at 10 µM; EC50 in µM for titrated hits; 1.8% of 63,000 active;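 further: cells exposed to compound for 48 hours before viability readout; 0% = vehicle and 100% = reference cytotoxic drug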
Spn MK inh: inhibitors of Streptococcus pneumoniae mevalonate kinase | purified MK, PK/LDH-coupled NADH absorbance 340 nm | 0.48% of 65,000 active | inhibition, % at 10 µM | AID 555;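 active means ranked among the strongest by inhibition in the single 10 µM screen, a fixed top-ranked set picked for dose follow-up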; further: no value below 0 was filed
Spn PMK inh pilot replicates: also measured in Spn PMK inh; calls as there; inhibition, %; measured here: pilot screen replicates
Spn MK inh pilot replicates: second read-out of Spn MK inh, no call of its own (marks repeat the call); inhibition, %; measured here: pilot screen replicates
Spn DPM-DC inh pilot screen %: second read-out of Spn DPM-DC inh, no call of its own (marks repeat the call); inhibition, %; measured here: pilot screen trials
The depositor's hits bear a star; i = inactive; x = no result given. Unless noted, no stated cut-off is given here; in the data, active means cytotoxicity above about 50%; inactive means the rest.

SMILES	HT1080 cytotoxicity	Alkaline phosphatase	Spn DPM-DC inh	KRASV12 cytotoxicity	Spn PMK inh	LYP phosphatase	Bfl-1 inhibitors	HPDE-C7 cytotoxicity	Spn MK inh	others
COC(=O)CCN(C(=O)c1ccc2c(c1)OCO2)c1ccccn1	-1%	14%	i	-10%	4	9%	8%	-31%	2	Spn PMK inh pilot replicates=3.5;Spn MK inh pilot replicates=0.0;Spn DPM-DC inh pilot screen %=5.5
CCn1cnc2cc(NCc3nc4ccccc4n3C)ccc21	2%	0%	i	0%	15	5%	5%	6%	5
Cc1cc(NC(=O)COC(=O)COc2ccc(C(=O)c3ccccc3)cc2)no1	0%	0%	i	-9%	10	-13%	-11%	-5%	0
O=C(CN1CCN(c2ccc(F)cc2)CC1)N1CCC(Cc2ccccc2)CC1	-10%	-1%	i	13%	2	x	-2%	2%	22
CC(=O)c1oc2ccccc2c1NC(=O)COC(=O)c1ccc(-n2nc(C)cc2C)cc1	4%	4%	i	-8%	0	-14%	-6%	-12%	3
COc1cc2cc(C(c3nnnn3C3CCCC3)N(C)C3CCCCC3)c(=O)[nH]c2cc1OC (stereo unspecified)	4%	13%	i	-10%	1	6%	-3%	-22%	0	Spn PMK inh pilot replicates=2.0;Spn MK inh pilot replicates=2.5;Spn DPM-DC inh pilot screen %=24
N#Cc1cccc(NC(=O)CSc2ccccc2)c1	-1%	2%	i	1%	3	4%	-10%	7%	1
CCCCCNc1c(C(=O)OCC)c(=O)[nH]c2ccccc12	4%	5%	i	0%	5	10%	10%	-6%	7
CCN(CC)CCCNC(=O)C1CCN(C(=O)c2cc3sccc3n2Cc2ccc(F)cc2)CC1	4%	4%	i	14%	11	2%	2%	21%	6
COCCn1c(SCc2ccccc2Cl)nc2c1c(=O)[nH]c(=O)n2C	-9%	5%	i	5%	0	0%	-9%	-2%	0
Cn1c(=O)[nH]c(=O)c2c1nc(Sc1nc3ccccc3s1)n2Cc1ccccc1	5%	10%	i	-20%	15	0%	3%	-14%	1
CCCCOc1ccc(C2CC(=O)N(C)C2=O)cc1 (stereo unspecified)	-6%	11%	i	11%	7	7%	-7%	0%	4
Cc1ccc2c(CN3CCN(Cc4ccc5c(c4)OCO5)CC3)cc(=O)oc2c1C	-3%	6%	i	24%	12	-2%	-5%	23%	0
CC(=O)N1CCC(N2CCN(c3ccccc3F)CC2)CC1	x	7%	i	8%	36*	x	-12%	-3%	32
CCCn1c(SCC(=O)c2cc(OC)ccc2OC)nnc1-c1ccco1	10%	6%	i	-1%	18	7%	1%	-7%	11
OC1CCN(Cc2cccc(Oc3ccccc3)c2)CC1	-4%	8%	i	21%	1	x	0%	5%	1
CN1/C(=C\C(=O)Nc2cccnc2)c2ccccc2CC1(C)C	11%	11%	i	-1%	7	10%	-4%	6%	6	Spn PMK inh pilot replicates=2.5;Spn MK inh pilot replicates=0.5;Spn DPM-DC inh pilot screen %=4.0
CC(C)(C)C1CCC(=O)C(C2(O)C(=O)Nc3ccccc32)C1 (stereo unspecified)	-61%	4%	i	-23%	7	18%	0%	-17%	13
CCOC(=O)C1=C(C)NC(=O)NC1c1ccc(OC(=O)c2ccco2)c(OC)c1 (stereo unspecified)	6%	14%	i	5%	0	-9%	-6%	-4%	26
Cc1nc2c3c4c(sc3n3c(SCC(=O)NCc5ccco5)nnc3n2n1)COC(C)(C)C4	4%	7%	i	-2%	0	-6%	-5%	-6%	2
O=C(COc1ccccc1)Nc1nc2ccccc2[nH]1	-9%	-2%	i	-2%	12	5%	0%	-9%	0	Spn PMK inh pilot replicates=2.5;Spn MK inh pilot replicates=0.5;Spn DPM-DC inh pilot screen %=2.0
Cc1nc(NC(=O)c2ccccc2)sc1-c1csc(N)n1	1%	12%	i	59%*	6	-14%	1%	39%	4
COC(=O)C(C)NS(=O)(=O)c1ccc(NC(C)=O)cc1 (stereo unspecified)	0%	4%	i	-26%	12	5%	5%	-13%	2
CCC(Sc1nc(C)cc(=O)[nH]1)C(=O)Nc1ccc(Cl)cn1 (stereo unspecified)	5%	7%	i	-4%	3	2%	-5%	-12%	3
O=C(NCCc1ccccc1)C1CCN(c2nc3ccccc3o2)CC1	-5%	2%	i	1%	23	12%	-5%	-11%	1
O=C(Nc1ccc2c(c1)OCO2)c1ccc(CN2CCOCC2)cc1	6%	5%	i	0%	0	x	-2%	-4%	1	Spn PMK inh pilot replicates=3.0;Spn MK inh pilot replicates=0.0;Spn DPM-DC inh pilot screen %=2.5
O=C(CN1CCOCCOCCN(CC(=O)Nc2ccccc2)CCOCC1)Nc1ccccc1	-6%	-4%	i	8%	9	x	9%	4%	10
CCN1C(=O)C(O)(CC(=O)c2cc(C)ccc2C)c2ccccc21 (stereo unspecified)	-5%	3%	i	-14%	11	12%	-5%	-14%	6
C/C(N)=C(/C#N)C(=O)CSc1nnc(-c2ccc(OC(F)F)cc2)o1	-7%	8%	i	0%	7	6%	-4%	1%	9
O=C(Nc1nccs1)c1cccc(NC(=O)C2CC2)c1	6%	7%	i	6%	6	2%	-2%	9%	12	Spn PMK inh pilot replicates=0.0;Spn MK inh pilot replicates=0.0;Spn DPM-DC inh pilot screen %=2.5
CCN(C(=O)c1cn(CC)c(=O)c2cc(OC)c(OC)cc12)c1ccccc1C	2%	-2%	i	-10%	7	5%	-11%	-10%	0
COC(=O)C1=C(C)N(C)C(C)=C(C(=O)OC)C1c1ccsc1	-4%	4%	i	8%	11	5%	-2%	-1%	4
O=c1c2c3nc4ccccc4nc3n(-c3cccc(F)c3)c2ncn1Cc1ccc2c(c1)OCO2	2%	5%	i	7%	10	4%	-1%	19%	11
COc1ccc(OC)c(C2CC(=O)N3CN(c4ccccc4)CSC3=C2C#N)c1 (stereo unspecified)	-2%	10%	i	-4%	0	5%	-3%	-8%	3
COc1ccc(NC(=O)c2ccc(CN3CCN(c4ccccc4)CC3)cc2)cc1OC	-6%	2%	i	-5%	7	7%	-4%	-17%	0
CCN(CC)CCCNC(=O)c1cn(CCOC)c(=O)c2c1c1ccccc1n2C	23%	8%	x	8%	10	-6%	2%	5%	6
O=C(CSc1ncnc2c1oc1ccccc12)N1CCN(c2ccccc2)CC1	3%	x	i	x	15	12%	x	x	14
O=C(NCCSCc1ccco1)Nc1ccccc1	36%	9%	i	-12%	20	8%	-2%	-1%	6
CC(=O)N(C(C)=O)c1c(N2CCOCC2)c2ccccc2oc1=O	3%	8%	i	-12%	0	11%	-1%	-5%	7
Cc1cc(C)n(C(=O)C23CC4CC(CC(C4)C2)C3)n1	0%	17%	i	2%	1	-1%	-1%	6%	5	Spn PMK inh pilot replicates=3.5;Spn MK inh pilot replicates=0.0;Spn DPM-DC inh pilot screen %=0.0
COc1ccc(CCNS(=O)(=O)c2ccc3c(c2)OCCO3)cc1	0%	24%	i	17%	0	8%	-3%	3%	16	Spn PMK inh pilot replicates=5.0;Spn MK inh pilot replicates=2.0;Spn DPM-DC inh pilot screen %=0.0
COc1cc(C2N3CC4(C)CN2CC(C)(C3)C4)ccc1O (stereo unspecified)	2%	5%	i	-2%	0	8%	-6%	6%	0	Spn PMK inh pilot replicates=0.0;Spn MK inh pilot replicates=3.0;Spn DPM-DC inh pilot screen %=1.5
Cc1ccccc1NC(=O)Cc1nc(CSc2nnc(C3CCCCC3)n2N)cs1	-7%	8%	i	3%	14	20%	-6%	-4%	0
COc1ccc(NC(=O)CSc2nc(-c3ccncc3)nn2CC(=O)N2CCCC2)cc1	-4%	8%	i	-15%	10	-2%	0%	-17%	3
CCN(CC)S(=O)(=O)c1cccc(-c2nc3n(n2)Cc2ccccc2-3)c1	-3%	6%	i	-4%	6	8%	-2%	6%	0
Cn1c(=O)oc2cc(S(=O)(=O)N3CCCC(C(=O)NCC4COc5ccccc5O4)C3)ccc21 (stereo unspecified)	x	8%	i	-18%	3	x	-1%	-8%	5	Spn PMK inh pilot replicates=0.0;Spn MK inh pilot replicates=1.5;Spn DPM-DC inh pilot screen %=2.5
CC(=O)Nc1nc(-c2cccs2)cs1	2%	11%	i	-4%	5	1%	-6%	4%	11
O=C(c1ccc2nc(-c3ccco3)c(-c3ccco3)nc2c1)N1CCN(c2ccccc2)CC1	-5%	11%	i	x	3	0%	12%	18µM*	3
Cc1cc(C)n2c(SCC(=O)N3CCN(S(=O)(=O)c4ccc(Cl)cc4)CC3)nnc2n1	-10%	2%	i	5%	0	x	13%	-9%	0
Cc1ccccc1OCc1nc(-c2ccccc2)no1	1%	16%	i	-5%	0	8%	0%	-12%	0
Cn1c(Cl)cnc1C(O)c1ccccc1 (stereo unspecified)	1%	13%	i	-17%	14	7%	3%	-6%	8
CC1Cc2ccccc2N1C(=O)CN1C(=O)CN(C)C(=O)c2ccccc21 (stereo unspecified)	3%	0%	i	-9%	0	20%	-8%	-11%	4
CCOC(=O)N1CCN(S(=O)(=O)c2ccc(C(=O)Nc3ccc(F)cc3F)cc2)CC1	15%	10%	i	49%	15	7%	-1%	58%*	6
O=C(c1ccc(C(=O)N2CCOCC2)nc1)N1CCOCC1	10%	10%	i	-11%	12	7%	4%	-4%	5
CCOC(=O)c1cc2occc2n1CCCN1C(=O)c2ccccc2C1=O	-6%	8%	i	8%	14	x	-1%	11%	0
COC(=O)c1cn(C)c2ccc(S(=O)(=O)N3CC(C)CC(C)C3)cc2c1=O (stereo unspecified)	2%	14%	i	8%	18	12%	-8%	3%	0
Cc1ccccc1-n1c(=O)cc(N2CCCCCC2)[nH]c1=O	2%	-1%	i	-7%	3	x	-6%	-2%	5
N#Cc1ccc(-c2ccco2)nc1SCc1ccccc1	-13%	5%	i	-6%	3	5%	-6%	6%	9
O=C(c1ccco1)N1CCCC(c2nc(-c3ccc(S(=O)(=O)NCc4ccccc4)cc3)no2)C1 (stereo unspecified)	-1%	4%	i	6%	11	4%	3%	1%	0
Cc1nc(NC2=NCN(Cc3cccnc3)CN2)nc2ccccc12	22%	3%	i	6%	3	8%	-5%	11%	8
(more compounds)
SMILES	HT1080 cytotoxicity	Alkaline phosphatase	Spn DPM-DC inh	KRASV12 cytotoxicity	Spn PMK inh	LYP phosphatase	Bfl-1 inhibitors	HPDE-C7 cytotoxicity	Spn MK inh	others
O=C(CCN1C(=O)c2ccccc2C1=O)N1CCN(c2ccccn2)CC1	-10%	-2%	i	-15%	6	-2%	-6%	-12%	4
CC(C)(C)n1ncc2c(=O)n(CC(=O)OCc3ccccc3)cnc21	-10%	x	i	x	10	x	x	x	3
CCC(=O)Nc1ccc(NC(=O)c2ccco2)c(OC)c1	0%	4%	i	-3%	0	14%	-2%	-7%	5
CCOC(=O)N1CCN(C(=O)NC23CC4CC(CC(C4)C2)C3)CC1	-7%	-3%	i	-33%	0	-7%	-4%	-16%	3
